CHRM1 antagonist = antagonists of human M1 muscarinic receptor; AID 588852; 1.3% of 360,000 active; CHO-K1 hM1, Fluo-8 calcium fluorescence, ACh EC80 antagonist; P11229; inhibition, % at 3 µM;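 active = percent inhibition above its own plate's cutoff, namely the mean of that plate's compound wells plus 3 SD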;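 also: peak over basal fluorescence ratio during 140 s after agonist addition; 0% = ACh EC80 plus DMSO and 100% = DMSO alone without agonist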
Target sequence (P11229 whole entry, looked up): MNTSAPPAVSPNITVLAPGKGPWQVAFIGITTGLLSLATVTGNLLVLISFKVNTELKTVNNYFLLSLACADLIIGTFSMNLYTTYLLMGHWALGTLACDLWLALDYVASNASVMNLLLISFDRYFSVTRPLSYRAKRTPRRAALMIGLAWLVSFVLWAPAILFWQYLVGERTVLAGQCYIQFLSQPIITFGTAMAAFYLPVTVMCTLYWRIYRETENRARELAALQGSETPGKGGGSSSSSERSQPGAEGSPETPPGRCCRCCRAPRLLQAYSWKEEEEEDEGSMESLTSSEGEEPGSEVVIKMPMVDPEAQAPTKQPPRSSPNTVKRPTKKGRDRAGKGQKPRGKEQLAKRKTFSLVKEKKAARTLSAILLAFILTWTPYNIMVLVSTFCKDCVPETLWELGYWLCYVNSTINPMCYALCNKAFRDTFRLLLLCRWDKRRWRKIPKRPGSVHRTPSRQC
TAAR1 antagonist = human TAAR1 antagonism. AID 624466. CHO RD-HGA16 TAAR1, Fluo-8 calcium fluorescence, antagonist. 1.5% of 360,000 active. inhibition, % at 3 µM;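 active = inhibition above a per-plate cutoff, the mean inhibition of test compounds on that plate plus 3 SD, cut at about 49% in these data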;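 also: 0% = DMSO plus EC80 beta-PEA response and 100% = DMSO alone without agonist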
Target sequence (Q96RJ0 whole entry, looked up): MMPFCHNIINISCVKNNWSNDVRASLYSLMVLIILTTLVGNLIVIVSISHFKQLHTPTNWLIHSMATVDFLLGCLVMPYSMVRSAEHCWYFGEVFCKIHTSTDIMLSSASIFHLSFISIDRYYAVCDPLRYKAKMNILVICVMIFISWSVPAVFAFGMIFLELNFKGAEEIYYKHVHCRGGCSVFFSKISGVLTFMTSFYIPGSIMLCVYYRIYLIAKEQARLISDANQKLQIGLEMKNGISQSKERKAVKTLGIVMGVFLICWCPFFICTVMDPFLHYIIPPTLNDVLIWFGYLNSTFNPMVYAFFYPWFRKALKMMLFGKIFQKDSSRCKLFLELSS
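Test system: CHO RD-HGA16 cells bearing hTAAR1 | Reagent: β-PEA, EC80 | Compound dosing: 3 µM, single point | Schedule: Dye loading 75 min at 37 °C, then 30 min room temperature | Signal: Calcium fluorescence with Fluo-8 | Evaluation: Percent inhibition of PEA-evoked calcium signal, max/basal emission ratio | Control set: DMSO-only wells and EC80 β-PEA-stimulated wells | Repeats: Singlicate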
TAAR1 ag = human TAAR1 agonism. CHO RD-HGA16 TAAR1, Fluo-8 calcium fluorescence; vehicle wells 0%, saturating PEA agonist 100%. activation, % at 3 µM. 0.99% of 360,000 active. Q96RJ0;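 active = activation above the mean activation of all test compounds in the run plus 3 SD, cut at about 38% in these data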
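Test system: RD-HGA16 (CHO) cells co-expressing Gα16 and hTAAR1 | Doses: Single dose, 3 µM | Schedule: 17-24 h seeding, 75 min 37 °C dye, 30 min RT | Evaluation: % activation from peak over basal fluorescence ratio, DMSO-to-PEA scaled | Technique: Kinetic Fluo-8 calcium fluorescence | Benchmarks: Low control DMSO, high control PEA (EC100)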
CHO-K1 Ca PAM = nonselective activator or artifact in parental CHO-K1 calcium assay. 0.02% of 360,000 active. ATP EC20, Fluo-8 calcium fluorescence; 0% at ATP EC20, 100% at ATP max. activation, % at 3 µM;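 active = activation above the run cutoff, the mean activation of all test compounds plus 3 SD, cut at about 40% in these data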;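 also: peak over basal fluorescence ratio in a 140 s read after ATP addition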
CHO-K1 Ca antag = M1 antagonist counterscreen hit in parental CHO-K1 cells; ATP-induced calcium, Fluo-8 fluorescence; inhibition, % at 3 µM; 0.6% of 360,000 active; AID 602250;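 active = inhibition above a per-plate cutoff, the plate's mean sample inhibition plus 3 SD, cut at about 24% in these data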;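 also: 0% = DMSO plus EC80 ATP and 100% = DMSO alone without ATP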
CHO parental Ca = counter-screen: ATP calcium response change in parental CHO cells. 0.63% of 330,000 active. AID 463079. parental CHO-K1, ATP-induced calcium, Fluo-8 fluorescence. inhibition, % at 5.6 µM;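 active = inhibition above that plate's mean sample inhibition plus 3 SD, cut at about 26% in these data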;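 also: 0% = ATP-challenged DMSO wells and 100% = DMSO wells without ATP; some compounds past the cut are filed as inactive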
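Assay system: parental CHO cells; Read-out basis: percent inhibition of ATP-evoked calcium rise, normalized to controls; Benchmarks: ATP and no-ATP DMSO wells; Compound dosing: single nominal dose of 5.6 µM per compound; Signal: Fluo-8 calcium dye fluorescence; Also added: ATP as calcium-mobilizing challenge; Repeats: singlicate.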
M1 ag = human M1 muscarinic receptor agonism; P11229; CHO-K1 hM1, Fluo-8 calcium fluorescence, agonist mode; 0% DMSO, 100% acetylcholine EC100; activation, % at 3 µM; 0.33% of 360,000 active;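 active = activation above the run's mean compound activation plus 3 SD, cut at about 16% in these data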;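 also: peak over basal fluorescence ratio within a 140 s kinetic read after compound addition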
M1 ag parental = counter-screen for M1 agonists: effect in parental CHO-K1 cells. Fluo-8 calcium fluorescence; scaled to maximal ATP response, vehicle zero. AID 602248. activation, % at 3 µM. 0.48% of 360,000 active; in the data active = activation above about 15%;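 also: untransfected CHO-K1 host cells lacking M1 receptor as counterscreen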
CHRM1 PAM = potentiates human M1 receptor response to acetylcholine | 0.088% of 360,000 active | CHO-K1 hM1, Fluo-8 calcium fluorescence, ACh EC20; 0% = ACh EC20, 100% = maximal ACh | activation, % at 3 µM | P11229; in the data active = activation above about 19%, passing the limit was not always enough
Numbers without * were called inactive; · = not tested or not shown. Compounds as they come; about 4.4% have a hit in one of these screens.

structure,CHRM1 antagonist,TAAR1 antagonist,TAAR1 ag,CHO-K1 Ca PAM,CHO-K1 Ca antag,CHO parental Ca,M1 ag,M1 ag parental,CHRM1 PAM
O=C(/C=C/c1ccc(Cl)cc1Cl)c1cccnc1,0.0,9.6,13.8,8.1,-3.6,-33.0,-1.1,1.2,4.1
O=C(c1ccc(F)cc1)N1CCN(c2cc(=O)[nH]nc2-c2ccccc2)CC1,5.7,-7.1,9.5,-0.2,5.5,-14.6,-2.8,0.0,1.1
Nc1ccc(C#Cc2ccccc2)cc1,5.4,10.6,5.1,8.5,-10.8,1.2,-1.7,0.5,-4.1
COc1cc(OC)cc(C(=O)Nc2ccc(S(=O)(=O)Nc3nc(C)cc(C)n3)cc2)c1,1.8,17.6,6.0,-3.4,16.6,-13.0,-7.9,-0.2,11.9
Cc1ccc(CNC(=O)Cn2cnc3cc([N+](=O)[O-])ccc3c2=O)cc1,-15.5,-4.1,20.8,20.4,-10.8,-19.6,2.0,0.5,14.4
Cc1ccc(C(=O)OCc2cc3ccccc3[nH]c2=O)cc1,-24.7,32.9,42.2*,6.6,-25.1,11.9,6.5,0.6,11.6
Cc1ccc(S(=O)(=O)N2CCC(=O)N(CCOCc3cccc(F)c3)CC2)cc1,12.7,7.6,1.6,10.6,-6.0,-20.2,-5.5,0.3,0.3
O=C1c2ccccc2OCOc2ccccc21,8.3,10.0,-1.0,9.1,-14.9,-9.1,-4.7,-0.1,-2.8
Cc1ccc(-c2noc(CCCC(=O)NC3CCCCC3)n2)cc1,6.5,9.0,-1.1,27.2,-9.9,39.6*,-4.3,13.1,-2.5
CCCCCc1ccc(-c2cn(CC3CCCCC3)nn2)cc1,-3.8,-17.1,2.1,8.5,-19.5,-19.7,-2.9,1.1,2.3
CC1c2cc3c(cc2CCN1C(=O)c1cccc(Cl)c1)OCCCO3 (stereo not given),2.3,-26.8,-3.8,9.3,-16.2,-27.4,-5.4,1.8,-6.1
CC1CC(C)CN(C(=O)C(C)N2CCN(S(=O)(=O)c3cccs3)CC2)C1 (stereo not given),8.4,11.0,8.7,-1.3,-14.3,-15.6,-4.3,-0.1,-3.8
CCOc1cc(/C=C\[N+](=O)[O-])ccc1OCC(=O)N1CCOCC1,-21.3,-26.1,7.7,19.5,-22.7,4.6,-3.1,1.0,17.0
Cc1c(C(=O)N2CCN(c3ccccc3)CC2)sc2nc3n(c(=O)c12)CCC3,20.4,-21.2,1.2,-13.8,4.5,-13.1,-1.2,0.5,-5.9
O=C(CC1C(=O)NCCN1Cc1ccoc1)NCCc1ccc(Cl)cc1 (stereo not given),2.1,10.8,2.2,1.2,4.7,-26.0,-5.6,-0.1,10.1
O=S1(=O)CCC(NC(=S)NC2CCS(=O)(=O)C2)C1 (stereo not given),-8.8,-14.1,2.5,7.6,-13.2,-4.1,-0.8,0.1,5.7
O=C1OCC(c2ccccc2)=C1c1ccc(S(=O)(=O)N2CCOCC2)s1,0.6,17.1,2.1,0.4,-5.3,-3.3,-1.2,0.0,9.4
Clc1ccc2c(c1)C1CC2CCN1Cc1ccccc1 (stereo not given),-20.7,-24.0,5.8,-6.7,-1.9,·,-1.1,0.1,20.9
CCN(CC)S(=O)(=O)c1ccc(NN=C2CCN(C(C)C)CC2)c([N+](=O)[O-])c1,-4.1,-4.9,2.8,10.4,-7.7,-23.8,-5.6,-0.1,3.5
CC1CCCCN1C(=O)c1ccc(C(=O)c2ccccc2)cc1 (stereo not given),14.6,7.5,5.5,-17.0,-1.3,-0.6,-3.5,2.6,-10.3
C=CCc1cc(C)ccc1OCCCC(C(=O)OCC)C(=O)OCC,14.2,11.4,2.4,-10.2,14.5,-17.0,-2.7,-0.1,-2.9
CCOC(=O)N1CCC(N(CCN(C)C)C(=S)Nc2ccccc2Cl)CC1,-10.8,0.1,0.9,7.4,-12.5,-20.0,-4.1,0.6,7.2
CCOC(=O)CSc1nnc(-c2ccco2)n1-c1ccc(C)cc1,-5.0,-2.0,-1.1,8.1,-7.8,-7.7,-1.6,0.1,5.5
Cc1coc(C)c1C(=O)CC1(O)C(=O)Nc2cc(Cl)cc(Cl)c21 (stereo not given),-8.7,1.6,-2.4,14.3,-11.9,-33.4,-3.5,0.1,7.7
COc1ccc(NC(=O)CN2CCCC2)cc1,-0.9,-2.5,0.2,11.7,2.6,6.8,-2.3,0.6,3.1
CCOC(=O)c1sc2nc3n(c(=O)c2c1C)CCC3,-7.4,3.6,9.9,23.3,-9.9,-9.7,-5.3,1.8,12.5
O=C(O)CN1C(=O)CC(Cc2ccccc2)C1=O (stereo not given),-6.5,-7.9,2.4,22.5,-5.5,-13.1,-3.7,0.8,11.7
N#Cc1ccccc1Sc1ccccc1C(=O)OCc1nnc(-c2ccccc2)o1,15.0,29.6,2.9,23.5,-11.0,12.5,-1.1,3.0,-10.2
CCCn1cnc2c(sc3nc4c(cc32)CSC(C)(C)C4)c1=O,6.4,-2.6,7.8,3.7,0.8,-9.0,-3.5,0.0,-3.6
C[C@@H]1CN([C@H](C)CO)C(=O)CCCn2cc(nn2)CO[C@H]1CN(C)S(C)(=O)=O,-7.0,1.2,-0.3,11.6,-3.9,·,-3.2,1.0,3.8
COc1ccc(OCCSc2nc(C)c(Cc3ccccc3)c(=O)[nH]2)cc1,-11.3,4.0,6.1,-4.8,-7.3,2.4,-1.6,0.2,4.3
COc1ccccc1NC(=O)c1ccc(-n2cccn2)c([N+](=O)[O-])c1,6.4,9.6,4.0,4.8,1.7,-5.2,-9.1,0.8,-3.0
NC(=O)CSc1nnc(CNc2cccc(Cl)c2)n1CCc1ccccc1,-13.8,-14.4,9.7,19.0,-17.5,-7.0,1.7,-0.1,11.9
O=C(COc1ccc2c(-c3ccccc3)cc(=O)oc2c1)NCCCn1ccnc1,-10.0,8.8,1.2,14.7,-3.3,-5.2,-13.7,2.7,4.3
COc1ccc(NC(=O)CSc2cc(C(=O)c3nccn3C)c3ccccc3n2)cc1,3.9,1.8,5.2,17.8,-6.0,-13.7,-3.8,5.8,-0.8
CCn1c(C(=O)Nc2ccsc2C(=O)OC)cc2sc(Cl)cc21,4.8,-33.6,-1.1,22.5,-11.2,-12.3,-3.6,1.2,-3.0
CCOc1ccc(NC(=O)c2sc3nc(C)nc(N4CCOCC4)c3c2C)cc1,-8.9,2.8,6.3,-10.8,-13.9,-24.8,-3.5,0.6,11.2
CCCCC(=O)NNC(=S)NC(=O)C(c1ccccc1)c1ccccc1,68.7*,106.3*,136.7*,-18.2,61.1*,14.8,88.8*,86.0*,-33.1
CC(C)(C)c1ccc(C(=O)N2CCC(C(=O)NC3CCCCCC3)CC2)cc1,-1.4,-24.3,-1.6,4.7,-13.7,-7.2,-6.6,2.0,0.7
CCCc1cc(C(=O)OC)c(NC(=O)OCC)s1,-12.0,·,·,9.1,-15.1,-9.6,-3.0,0.0,8.8

One compound at a time, as listed above.
`CCOC(=O)N1CCC(N(CCN(C)C)C(=S)Nc2ccccc2Cl)CC1` is entered as CHRM1 antagonist: -10.8; TAAR1 antagonist: 0.1; TAAR1 ag: 0.9; CHO-K1 Ca PAM: 7.4; CHO-K1 Ca antag: -12.5; CHO parental Ca: -20.0; M1 ag: -4.1; M1 ag parental: 0.6; CHRM1 PAM: 7.2
`CCOC(=O)CSc1nnc(-c2ccco2)n1-c1ccc(C)cc1` is entered as CHRM1 antagonist: -5.0; TAAR1 antagonist: -2.0; TAAR1 ag: -1.1; CHO-K1 Ca PAM: 8.1; CHO-K1 Ca antag: -7.8; CHO parental Ca: -7.7; M1 ag: -1.6; M1 ag parental: 0.1; CHRM1 PAM: 5.5

Further compounds follow:
structure,CHRM1 antagonist,TAAR1 antagonist,TAAR1 ag,CHO-K1 Ca PAM,CHO-K1 Ca antag,CHO parental Ca,M1 ag,M1 ag parental,CHRM1 PAM
CCCCn1c(N)c(N(CC)C(=O)CSc2nnnn2-c2cc(C)ccc2C)c(=O)[nH]c1=O,2.3,-14.4,3.1,13.2,-10.5,-6.5,-4.1,1.4,2.7
CCCCC1(C)NC(=S)N2N1C(=S)NC2(C)CCCC (stereo not given),-6.0,-36.1,1.0,20.1,-9.1,8.5,-2.9,0.7,8.9
CCOC(=O)Nc1sc(C)c(C)c1C(N)=O,1.0,2.1,-1.7,8.7,5.4,11.1,-5.9,-0.3,5.2
CCNC(=S)Nc1ccc2cn[nH]c2c1,2.0,-4.2,-1.2,17.4,-6.1,7.7,-0.8,0.5,2.3
Cc1ccc(S(=O)(=O)N2CCN(CC(=O)N/N=C/c3cc([N+](=O)[O-])ccc3Cl)CC2)cc1,-5.0,-16.1,2.3,18.7,-15.9,-22.2,-11.4,0.5,0.6
CCN(C(=O)COC(=O)c1ccccc1Nc1ccccc1)c1c(N)n(Cc2ccccc2)c(=O)[nH]c1=O,-5.1,-22.1,16.1,7.8,-14.7,·,-4.6,0.5,8.8
O=C1NC(=O)C(c2ccccc2)(c2ccccn2)N1 (stereo not given),-3.7,10.7,2.0,15.2,-7.0,·,-4.8,1.5,8.2
O=C(CNC(=O)C1CCCCC1)Nc1ccccc1Cl,-10.7,-0.4,8.3,20.9,-3.5,-14.0,-6.0,0.2,13.6
O=C(Nc1ccc2c(c1)CCC2)c1cnccn1,-2.4,-1.5,3.3,9.2,-14.4,-9.7,-1.6,1.5,3.0
CCn1c(Cn2nnc(-c3ccccc3)n2)nnc1SCC(=O)Nc1cccc(C(C)=O)c1,-14.7,7.4,2.8,5.2,-29.8,-8.3,-3.3,2.5,-7.2
COc1ccc(-n2ccnc2SCC(=O)NCc2ccco2)c(OC)c1,-2.9,-27.7,5.8,-5.0,-3.9,-4.0,-4.9,0.9,1.7
O=C(COC(=O)c1ccccc1Br)NCC1CCCCC1,-3.8,-2.3,0.2,4.5,-5.5,-19.3,-4.6,1.4,0.7
O=C(N/N=C/c1cccnc1)c1ccc(NC(=O)c2ccc(Cl)cc2)cc1,-12.8,4.3,-0.3,2.4,-12.8,-0.3,-2.8,2.3,5.3
N#Cc1cnn(CC2CCCCC2)c1N,0.5,7.4,6.7,-7.8,30.2*,9.8,-4.0,-0.1,1.3
CCCSc1nnc(NC(=O)Nc2ccc(C)cc2)s1,4.1,-3.4,3.3,4.8,-6.5,-18.4,-0.4,1.6,-2.4
CC(=O)Nc1ccccc1C(=O)C(=O)Nc1ccc(F)cc1,4.1,7.4,6.5,-10.4,6.7,8.6,-5.0,0.1,-4.4
COc1ccc(C(=O)COC(=O)Cc2n[nH]c(=O)c3ccccc23)c(OC)c1,-7.0,-25.1,3.1,-0.3,3.8,-1.6,-0.9,0.5,11.9
O=C(c1ccco1)N1CCN(C(=O)c2ccc(-c3cccc(C(F)(F)F)c3)o2)CC1,-5.3,4.1,4.2,-15.4,-5.0,-34.3,4.8,0.6,-0.5
